ABHD5-PLIN5 inh – blocks binding of human ABHD5 to perilipin-5. Q00G26+Q8WTS1. Split G. princeps luciferase complementation, luminescence, 4 h. inhibition, % at 4 µM. 0.78% of 360,000 active. AID 602281;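 active = inhibition above the mean inhibition across every tested compound plus 3 SD, cut at about 22% in these data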;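 note: 0% = DMSO only wells and the 100% control is not disclosed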
CaV13 FRET inh – Primary screen for inhibitors of IQ motif and Ca2+-dependent inactivation inhibitor domain binding in CACNA1D, Förster resonance energy transfer in living cells, …; 0.098% of 340,000 active; HEK cells, CFP/YFP FRET ICDI-IQ, plate reader, 10 min; percent FRET-ratio fall versus neutral wells; inhibition, % at 12.3 µM;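 active = mean replicate inhibition of at least 30% and at least 1% of replicates passing that level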;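 note: 0% = median of the neutral control wells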
Exocytosis inh – lytic granule exocytosis inhibition | inhibition, % at 10 µM | TALL-104 LAMP-1 surface exposure, flow cytometry; cells stimulated with thapsigargin and PMA | AID 651702 | 0.66% of 360,000 active;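 active = inhibition above about 55%, limit read from the data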
ABCB6 inh 2 – inhibitors of human ABC transporter ABCB6; Q9NP58; K562-ABCB6 porphyrin accumulation, flow cytometry, 1 h; active compounds read low; fluorescence ratio to DMSO, % at 10 µM; 0.19% of 360,000 active;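 active = fluorescence ratio to DMSO below 75%, the collection mean minus 3 SD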;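 note: signal is porphyrin accumulated inside mitochondria; 100% equals median channel fluorescence of DMSO control wells; lower ratio means ABCB6 inhibition with less porphyrin fluorescence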
Cardio protect – protects H9c2 cardiomyocytes from peroxide injury; protection from H2O2 cell death, % at 20 µM; AID 588492; H2O2 injury protection, ATPLite, 2 h; 0.63% of 360,000 active;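 active = compounds giving at least 50% protection of heart cells from peroxide-induced death in the single-dose screen, raw or plate-pattern-corrected value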;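 note: 0% = DMSO wells with peroxide and 100% = DMSO wells without peroxide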
MC4R antag cAMP – antagonists of human melanocortin 4 receptor (MC4R) | MC4R-expressing cells, MTII-stimulated cAMP, LANCE TR-FRET | inhibition, % at 6.5 µM | 0.48% of 360,000 active | P32245;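 active = inhibition above its plate's cutoff, the mean of tested wells on that plate plus 3 SD, cut at about 29% in these data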;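 note: 0% = Melanotan II alone and 100% = Melanotan II plus saturating MCL0020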
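Material: human MC4R-expressing U2OS cells. Probe or stimulus: Melanotan II challenge. Dosing: 6.5 µM single dose. Times: 30-min compound, 1-h challenge, 1-h detection, room temperature. Technique: TR-FRET with Eu-cAMP and labeled anti-cAMP, 671 nm. Replication: singlicate.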
Glyco luc inh – N-linked glycosylation inhibition | D54 ERlucT glycosylation luciferase reporter, 24 h; percent of 100 nM tunicamycin response | reporter increase, % at 12.5 µM | 0.23% of 360,000 active;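 active = mean luciferase reporter signal, scaled so untreated is 0 and the glycosylation-blocking control 100, at or above a set limit in every replicate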;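 note: luciferase carries N-glycosylation sites so blocking glycosylation raises the light; 0% = median of neutral control wells and 100% = median of 100 nM tunicamycin wells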
MC4R ag barr – human MC4R agonism via beta-arrestin | U2OS MC4R beta-arrestin complementation, luminescence; percent of melanotan II response, DMSO zero | activation, % at 8.9 µM | 0.98% of 360,000 active | P32245 | AID 540308;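 active = activation above a per-plate cutoff, the mean activation of sample wells on that plate plus 3 SD, cut at about 8% in these data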
PDI turbidity – inhibitors of human protein disulfide isomerase | P07237 | PDI insulin aggregation turbidity, A650, 90 min | 0.052% of 350,000 active | inhibition, % at 10 µM;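 active = mean inhibition across replicates of 30% or more, whatever share of single replicates reach that level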;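 note: absorbance from insulin aggregation driven by PDI reduction with DTT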
Target sequence (P07237 whole entry, looked up): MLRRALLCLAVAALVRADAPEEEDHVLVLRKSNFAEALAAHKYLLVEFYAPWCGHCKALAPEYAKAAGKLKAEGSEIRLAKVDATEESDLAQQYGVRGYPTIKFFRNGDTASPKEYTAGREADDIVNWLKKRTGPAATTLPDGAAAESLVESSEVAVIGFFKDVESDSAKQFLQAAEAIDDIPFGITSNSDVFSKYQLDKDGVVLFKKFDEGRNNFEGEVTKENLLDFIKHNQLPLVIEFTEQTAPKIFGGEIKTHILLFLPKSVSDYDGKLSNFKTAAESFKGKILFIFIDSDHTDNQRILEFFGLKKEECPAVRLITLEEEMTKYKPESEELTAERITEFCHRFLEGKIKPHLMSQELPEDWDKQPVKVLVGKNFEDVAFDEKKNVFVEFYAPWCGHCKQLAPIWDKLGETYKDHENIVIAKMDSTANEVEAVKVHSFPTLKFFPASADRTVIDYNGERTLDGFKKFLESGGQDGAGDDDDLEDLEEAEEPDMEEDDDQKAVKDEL
m5-HT2A agonist – agonists of mouse serotonin 5-HT2A receptor (HTR2A); P35363; CHO-K1 mHTR2A beta-arrestin complementation, luminescence; percent of 30 µM serotonin response; activation, % at 7.6 µM; 0.66% of 360,000 active; AID 624169;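 active = activation above a run cutoff, the mean activation of all tested compounds plus 3 SD, cut at about 14% in these data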;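 note: 0% = plate median of compound wells and 100% = 30 µM serotonin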
Target sequence (P35363 whole entry, looked up): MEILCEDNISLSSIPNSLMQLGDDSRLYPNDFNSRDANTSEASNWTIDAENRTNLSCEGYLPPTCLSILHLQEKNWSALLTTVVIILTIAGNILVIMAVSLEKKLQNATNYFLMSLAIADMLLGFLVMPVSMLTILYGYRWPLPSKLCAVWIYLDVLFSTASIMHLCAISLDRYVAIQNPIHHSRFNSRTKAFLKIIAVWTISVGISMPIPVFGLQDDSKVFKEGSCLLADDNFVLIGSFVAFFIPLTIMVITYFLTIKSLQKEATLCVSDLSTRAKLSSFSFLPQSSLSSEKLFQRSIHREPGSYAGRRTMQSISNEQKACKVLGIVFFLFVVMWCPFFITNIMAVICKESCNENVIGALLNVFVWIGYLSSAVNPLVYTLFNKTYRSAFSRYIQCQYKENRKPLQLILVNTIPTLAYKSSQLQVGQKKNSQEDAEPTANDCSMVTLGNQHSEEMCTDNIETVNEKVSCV
* = called active by the depositor; i = inactive; / = no result given.

SMILES	ABHD5-PLIN5 inh	CaV13 FRET inh	Exocytosis inh	ABCB6 inh 2	Cardio protect	MC4R antag cAMP	Glyco luc inh	MC4R ag barr	PDI turbidity	m5-HT2A agonist
Cc1cccc(NCC(=O)c2c(N)n(C)c(=O)n(C)c2=O)c1C	2	-4	0	93	-12	8	3	1.6	10	5
O=C(Nc1ccccn1)c1nc(-c2ccccc2)n(-c2ccccc2)n1	-2	1	24	101	2	9	-5	-0.9	-11	2
Cn1nnnc1SCC(=O)Nc1ccc(S(=O)(=O)N2CCOCC2)cc1	-4	-3	-2	93	-5	8	1	-1.2	-6	-3
Cc1[nH]c(C(=O)O)c(C#N)c1C(=O)c1ccccc1	0	-6	14	96	-3	5	1	-0.8	14	-6
CCOC(=O)c1csc(N)n1	3	-2	-1	99	-4	1	1	-2.5	10	3
NC(=O)CN(c1ccc(Oc2ccccc2)cc1)S(=O)(=O)c1ccccc1	-2	-6	1	101	-6	12	0	-3.9	-1	-4
CCCOc1ccc(C(NC(=O)CC(C)C)NC(=O)CC(C)C)cc1OC	8	-15	-4	102	-3	-1	0	0.6	-3	2
CC(=O)NC(Cc1ccc(F)cc1)C(=O)NC1CCN(c2ncccc2[N+](=O)[O-])CC1 (stereo unspecified)	3	-3	-3	96	6	2	-2	-3.1	0	-1
Cc1snc(SCC(=O)c2ccc(Cl)cc2)c1C#N	-6	-5	-1	101	-13	0	-2	-0.5	5	1
Cc1ccc(C)c(OCCC(=O)OCC(=O)c2c(N)n(C)c(=O)n(C)c2=O)c1	5	/	6	98	-1	1	0	-0.2	-5	6
CN1CCN(c2cc3c(c4c2[nH]c2ccccc24)C(=O)CC(C)(C)C3)CC1	18	-6	44	104	-5	-15	2	0.8	-4	-6
CC(/C=N/n1c(-c2ccccc2)n[nH]c1=S)=C\c1ccco1	16	/	7	100	6	-6	1	2.0	7	22*
O=C(O)CCC(=O)N1CN2CN(C(=O)CCC(=O)O)CC([N+](=O)[O-])(C2)C1	1	-4	-2	96	5	13	0	-0.9	-1	4
COc1ccc(NC(=O)CCC(=O)c2cccs2)cc1S(=O)(=O)Nc1ccccc1Cl	1	-5	0	102	-3	3	1	0.7	-2	-5
Cc1ccc(C(=O)N2CCN(C/C=C/c3ccccc3)CC2)cc1S(=O)(=O)N1CCOCC1	0	-6	-3	95	-14	-4	4	-1.4	13	-5
COc1cc(/C=N/Nc2nnc3c(n2)[nH]c2ccccc23)ccc1O	4	-5	3	100	-7	2	-1	-2.7	-1	-3
COc1ccc2c(C(=O)CN3CC(C)OC(C)C3)c[nH]c2c1 (stereo unspecified)	3	/	1	133	0	-1	2	-1.9	3	-2
CCCCCC(=O)N1C[C@H](O)[C@@H](n2cc(-c3ccc(F)cc3)nn2)C[C@@H]1c1ccc(Cl)cc1	-15	-3	-5	85	-2	1	2	1.9	-2	-6
CCN(C(=O)CN(C1=NC2CS(=O)(=O)CC2S1)c1ccc(OC)cc1)c1cccc(C)c1 (stereo unspecified)	-16	8	1	98	22	1	2	-1.4	/	2
COCC(CN1CCN(C2=NS(=O)(=O)c3ccccc32)CC1)OC(=O)c1ccccc1 (stereo unspecified)	-9	-5	-12	101	7	13	3	-0.4	8	1
O=C(/C=C/c1cccc([N+](=O)[O-])c1)Nn1c(-c2ccccc2F)nc2ccccc2c1=O	-1	-13	2	104	8	8	-3	2.0	6	-2
COc1cc(C2C(N3C(=O)c4ccccc4C3=O)C(=O)N2c2ccc(C)c(C)c2)cc(OC)c1OC (stereo unspecified)	1	-20	0	106	0	8	4	-1.1	6	-3
COc1ccccc1CN(C)C(=O)CN1CCN(CC(=O)Nc2ccccc2Cl)CC1	0	-2	-1	96	0	8	2	-0.4	-3	2
Nc1ccn(CCCN2CCN(Cc3cccc4ccccc34)CC2)c(=O)n1	1	-11	-1	98	0	5	1	0.9	-8	1
COc1ccc(CCN2C(=O)C(Oc3ccccc3)C2c2ccc3c(c2)OCO3)cc1 (stereo unspecified)	0	-3	-3	99	-3	7	-5	18*	-2	0
Cc1ccc(S(=O)(=O)Nc2cc(Cl)c(O)c3ncccc23)cc1	-4	/	19	105	27	14	-3	-2.5	0	0
Oc1ccc(Br)cc1/C=N/N1CCN(Cc2cccc3ccccc23)CC1	-1	5	4	95	-9	2	-1	0.7	-1	3
CCN1C(=O)c2cccc3c(NS(=O)(=O)c4ccc(NC(C)=O)cc4)ccc1c23	4	-6	-3	87	4	2	16	-1.4	6	3
N#C/C=C1\n2c(nc3ccccc32)OC12CCCCC2	0	-6	1	93	-4	10	-1	2.9	2	4
CCOC(=O)CSc1nnc(CSc2nc3sc4c(c3c(=O)[nH]2)CCCC4)n1-c1ccccc1	6	-3	6	90	8	9	0	-1.0	4	4
CN(CC(=O)Nc1ccc(Cl)cc1)CC(=O)Nc1ccc(C(N)=O)cc1	6	2	0	i	-7	-3	2	0.0	19	-3
Cc1c(C(=O)N2CCN(c3ccc(F)cc3)CC2)sc2nc(-c3ccccc3)cn12	4	-5	-4	97	2	4	-2	-0.9	-12	-3
Cc1ccccc1CNC(=O)c1cc(COc2ccc(F)cc2F)on1	2	-2	0	96	-15	5	-2	0.4	3	-6
CC(C)Cc1ccc(C(C)NC(=O)c2ccc(=O)[nH]c2)cc1 (stereo unspecified)	-1	-3	0	105	-12	-7	2	-1.6	5	-7
CC1CCN(C(=O)COC(=O)c2cc(S(=O)(=O)N3CCOCC3)ccc2Cl)CC1	4	-6	3	98	3	6	-3	-1.6	5	-2
N#C/C(=C\c1ccc[nH]1)C(=O)Nc1ccccc1F	-8	-6	-5	88	0	-4	-2	-2.7	-1	-1
Cc1ccc(C)c(Cn2c3ccccc3c3cnn(CC(=O)NCCN4CCOCC4)c(=O)c32)c1	14	-3	4	98	5	2	-3	-3.5	-6	-5
O=[N+]([O-])c1ccccc1OCCN1CCCC1	4	26	-3	103	10	6	1	-0.3	-4	-8
Cc1ccccc1-c1nnc(SCC(=O)c2c(N)n(C3CC3)c(=O)[nH]c2=O)o1	-2	-6	-2	84	6	7	-2	-2.3	0	6
S=C(NC1CC2CCC1C2)N1CCN(c2cccc(Cl)c2)CC1 (stereo unspecified)	-7	2	1	94	-11	4	-4	-1.3	-4	-5
Cc1ccc(NC(=O)c2ccc(S(=O)(=O)N3CCC(C)CC3)cc2)nc1	-10	-1	-2	95	-7	-5	-2	-1.8	-6	2
CC(=O)C1=CCC(c2ccc(C)cc2)N(S(=O)(=O)c2ccc(Cl)cc2)C1 (stereo unspecified)	7	-4	44	100	-3	/	3	/	/	1
O=C(c1ccc(Cn2cc(Cl)c([N+](=O)[O-])n2)cc1)N1CCN(Cc2ccccc2)CC1	7	0	3	96	-2	-6	-4	-1.8	14	1
COc1ccc(CCNC(=S)NC(=O)c2ccccc2)cc1C	-6	-5	0	104	-4	-6	-1	-1.2	4	0
O=C(Cc1cccc(NC(=O)C2CCN(S(=O)(=O)c3cccc([N+](=O)[O-])c3)CC2)c1)Nc1cccc(C(=O)N2CCOCC2)c1	1	-11	-4	100	31	5	4	-1.7	-1	0
CCS(=O)(=O)N1Cc2ccccc2CC1C(=O)Nc1nnc(SCc2ccc(F)cc2)s1 (stereo unspecified)	-5	-4	-3	99	2	6	0	-0.3	5	-6
Cc1cccc(N(C(=O)Nc2ccc(Cl)cc2)C2=NCC(C)S2)n1 (stereo unspecified)	-3	2	-2	97	-2	9	2	-1.0	0	-4
COc1ccc(CN(C)C(=O)Cn2ccc(NC(=O)OCc3ccccc3)nc2=O)cc1OC	8	-10	-1	94	1	-3	-1	-0.3	10	3
C=CCOn1c(=O)c(=O)n(OCc2ccccc2)c2ccccc21	-4	1	-2	96	6	0	-1	-1.1	5	0
O=Nc1c(O)n(Cc2ccc(Cl)cc2)c2ccccc12	-2	/	-1	97	-13	4	-5	3.2	-6	2
CCC(=O)N1CCC2(CC1)Oc1ccc(Cl)cc1C(=O)C21CC(c2cccnc2)=NO1 (stereo unspecified)	-5	-5	0	104	4	9	0	-2.4	-2	6
CCOC(=O)c1ccc(N2CCOCC2)c(NC(=O)c2nccnc2C(=O)O)c1	0	-3	-4	103	1	7	/	0.5	0	-2
Cc1ccc(-n2nc3c(=O)n(CC(=O)NCCCc4ccccc4)nc(C)c3c2C)cc1	4	-2	-1	107	4	2	1	-2.3	1	5
CCN(CC)C(=O)Cn1nc(C)c2ccccc2c1=O	-1	/	-1	96	18	25	0	-0.4	-4	-2
O=C1/C(=C/c2ccco2)N=C(N2CCCCC2)N1c1ccccc1	0	-4	-4	109	-5	1	1	-1.5	-2	2
O=C(Cn1nc(-c2cccc([N+](=O)[O-])c2)c2ccccc2c1=O)NCC1CCCO1 (stereo unspecified)	-2	-4	-2	101	10	6	1	-2.9	-7	1
COc1ccc(-c2nc(CS(=O)CC(=O)NCCN3CCCCCC3)c(C)o2)cc1OC (stereo unspecified)	8	-3	16	99	1	-1	4	1.2	-4	-1
CCCCN(C(=O)CSc1nnnn1C)c1c(N)n(Cc2ccccc2)c(=O)[nH]c1=O	-4	-7	-2	97	-5	8	0	-1.8	-1	-2
Cc1ccc(C)c(S(=O)(=O)N2CCN(CC(=O)Nc3ccc4c(c3)CCC4)CC2)c1	-6	-3	13	100	-10	6	3	6.6	8	-1
CCC(C(=O)Nc1nc(C)c(C(=O)OC)s1)c1ccccc1 (stereo unspecified)	1	-5	1	91	-4	-1	5	-1.9	-9	3

Gathered by group, those above with a cyano group
SMILES	ABHD5-PLIN5 inh	CaV13 FRET inh	Exocytosis inh	ABCB6 inh 2	Cardio protect	MC4R antag cAMP	Glyco luc inh	MC4R ag barr	PDI turbidity	m5-HT2A agonist
Cc1[nH]c(C(=O)O)c(C#N)c1C(=O)c1ccccc1	0	-6	14	96	-3	5	1	-0.8	14	-6
Cc1snc(SCC(=O)c2ccc(Cl)cc2)c1C#N	-6	-5	-1	101	-13	0	-2	-0.5	5	1
N#C/C=C1\n2c(nc3ccccc32)OC12CCCCC2	0	-6	1	93	-4	10	-1	2.9	2	4
N#C/C(=C\c1ccc[nH]1)C(=O)Nc1ccccc1F	-8	-6	-5	88	0	-4	-2	-2.7	-1	-1

Next part:
SMILES	ABHD5-PLIN5 inh	CaV13 FRET inh	Exocytosis inh	ABCB6 inh 2	Cardio protect	MC4R antag cAMP	Glyco luc inh	MC4R ag barr	PDI turbidity	m5-HT2A agonist
O=C(NS(=O)(=O)c1ccc(NC(=O)C2CCCO2)cc1)c1ccccc1 (stereo unspecified)	2	-8	-2	100	-2	4	2	-0.8	12	2
CCOC(=O)C1CCCN(c2c(N3CCN(C4CCCCC4)CC3)c(=O)c2=O)C1 (stereo unspecified)	6	-6	-2	106	0	2	2	1.4	-11	-1
COc1cc(OC)c(CNC2CCCCCC2)cc1Br	3	-5	-1	94	-5	4	1	-2.5	-2	-3
O=C(NCCN1CCN(Cc2ccccc2)CC1)C1CC(=O)N(C2CCCC2)C1 (stereo unspecified)	1	-9	-6	99	-3	11	2	-2.0	-2	-3
CC/C(=N/Nc1ccccc1Cl)c1cnnc(-c2ccccc2)n1	5	-5	0	96	-4	1	-1	-1.1	6	-1
